# High-throughput results as filed in PubChem.
# ERG Ets-DNA blk: ERG Ets/DNA interaction inhibition; fluorescence polarization, His-ERG Ets domain / labelled DNA; Potency, µM (titrated, usually from 76.9 µM), for the others: at the highest dose FP activity, negative = inhibition, most hits filed as inhibitors; actives 0.028% (n = 370,000); AID 624246; active = well fitted inhibition curve with a large enough effect in the polarisation, with a control signal flat; inconclusive = small, poorly fitted or top-dose-only effect, or effect the other way, or a change in a side signal; inactive = no such curve, though single readings can be large or run the other way; the % refers to the polarisation;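 also: polarization taken with two DNA probes labelled with fluorescein and Texas red; potency is read from the fitted curve at half-maximal effect; % of control where 0% means no effect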
#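 His-tagged ERG Ets domain (1 uM in the protein solution; 300mM KCl, 50mM Tris-HCl, 1mM EDTA, 1mM DTT, pH 7.5) received compound, then a probe mix of 5 nM fluorescein-DNA and 100nM Texas-615-DNA. Fluorescence polarization was read for both dyes.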
# POLK inh: blocks human DNA polymerase kappa activity; Q9UBT6; Potency, µM (highest dose often 107 µM), for the others: at the top dose activity, negative = inhibition, most hits filed as inhibitors; purified Pol kappa, fluorescent DNA synthesis assay, 10 min; actives 0.53% (n = 400,000); AID 588579; also: potency is read from the fitted curve at half-maximal effect; % is scaled to controls: 0 for no effect and ±100 for the full control effect
# Target sequence (Q9UBT6 whole entry, looked up): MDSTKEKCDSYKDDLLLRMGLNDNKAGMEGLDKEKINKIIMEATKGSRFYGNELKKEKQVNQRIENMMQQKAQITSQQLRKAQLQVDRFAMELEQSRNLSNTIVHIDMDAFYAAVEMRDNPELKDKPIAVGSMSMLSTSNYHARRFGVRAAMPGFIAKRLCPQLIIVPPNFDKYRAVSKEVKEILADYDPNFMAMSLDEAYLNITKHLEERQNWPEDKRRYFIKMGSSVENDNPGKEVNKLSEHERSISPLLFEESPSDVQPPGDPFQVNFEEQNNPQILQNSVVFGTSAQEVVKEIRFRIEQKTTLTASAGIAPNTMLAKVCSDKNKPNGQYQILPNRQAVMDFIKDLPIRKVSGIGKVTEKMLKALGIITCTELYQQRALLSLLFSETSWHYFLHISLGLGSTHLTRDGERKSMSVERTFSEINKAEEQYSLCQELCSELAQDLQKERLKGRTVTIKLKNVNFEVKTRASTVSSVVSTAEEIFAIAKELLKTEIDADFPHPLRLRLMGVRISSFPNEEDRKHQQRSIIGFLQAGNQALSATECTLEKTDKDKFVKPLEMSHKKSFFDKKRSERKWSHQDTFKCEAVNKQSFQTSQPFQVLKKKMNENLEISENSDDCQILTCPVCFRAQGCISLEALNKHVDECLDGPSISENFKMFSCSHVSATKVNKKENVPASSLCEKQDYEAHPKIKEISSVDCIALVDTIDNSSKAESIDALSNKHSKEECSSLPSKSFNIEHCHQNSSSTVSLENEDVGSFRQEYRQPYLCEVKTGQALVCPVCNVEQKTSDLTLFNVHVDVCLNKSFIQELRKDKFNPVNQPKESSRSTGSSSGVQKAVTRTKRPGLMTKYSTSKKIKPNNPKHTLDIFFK
#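 Kinetic fluorescence screen: compound preincubated 15 min RT with 10 nM enzyme; 50 nM substrate (final) initiates; reads at 0/10 min.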
# Apoferritin bind: candidate novel general anesthetic via apoferritin binding; P02791; apoferritin/1-aminoanthracene competitive binding, fluorescence; Potency, µM (titrated, usually from 77.5 µM), for inactives: at the top dose activity change, negative = displacement, hits mostly inhibitors; actives 0.074% (n = 350,000); AID 485281; also: potency is read from the fitted curve at half-maximal effect; % is scaled to controls: 0 for no effect and ±100 for the full control effect; nearly all actives have a fitted effect of over 20% in size
# Target sequence (P02791 2-175 limits assumed): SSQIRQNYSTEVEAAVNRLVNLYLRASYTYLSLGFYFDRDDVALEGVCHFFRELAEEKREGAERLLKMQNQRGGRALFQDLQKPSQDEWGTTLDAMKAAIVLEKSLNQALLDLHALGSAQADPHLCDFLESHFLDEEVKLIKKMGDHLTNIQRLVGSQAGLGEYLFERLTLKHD
#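 Read-out: endpoint 1-AMA fluorescence, excitation 380 nm and emission 535 nm, after compounds sit 10 min at room temperature with 10 uM horse-spleen apoferritin in 50% saturated 1-AMA/PBS. Values come from four-parameter Hill fits.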
# APEX1 inh: APE1 (human) endonuclease inhibition. Potency, µM (doses to about 65.8 µM), for the others: top-dose activity change, negative = inhibition, most hits filed as inhibitors. recombinant APE1, TAMRA/BHQ-2 abasic DNA cleavage fluorescence. actives 0.35% (n = 350,000);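 also: potency is read from the fitted curve at half-maximal effect; plate controls were vehicle for no effect and reference inhibitor for full effect; nearly all actives have a fitted effect of over 55% in size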
#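 APE1 at 0.75 nM final was preincubated with compound 15 min at room temperature, then 50 nM double-stranded THF abasic-site substrate (5'-TAMRA/3'-BHQ-2) was added. Fluorescence (ex 525/em 598 nm) was read kinetically; third-minus-first read gave activity.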
# BLM helicase inh: blocks DNA unwinding by human BLM helicase; P54132; recombinant BLM DNA unwinding, fluorescence dequenching; Potency, µM (top dose mostly 56.1 µM), inactives show at the highest dose activity change, negative = inhibition, most hits filed as inhibitors; actives 0.2% (n = 350,000);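 also: potency is read from the fitted curve at half-maximal effect; plate controls were vehicle for no effect and no enzyme for full effect; nearly all actives have a fitted effect of over 35% in size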
# POLB inh: inhibitors of human DNA polymerase beta; P06746; Pol beta primer extension/strand displacement, fluorescence kinetic; Potency, µM (series often up to 114 µM), for the others: top-dose activity change, negative = inhibition, usual class: inhibitors; actives 1.3% (n = 340,000); AID 485314; also: potency is read from the fitted curve at half-maximal effect; % is scaled to controls: 0 for no effect and ±100 for the full control effect
#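 Reaction started by 50 nM substrate onto compound-treated Pol beta (10 nM, 15 min preincubation, room temperature); plates read at 0 min and 10 min. Normalized concentration-effect data fitted by four-parameter Hill equation.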
# TRHR agonist: TRH receptor (human) agonism. P34981. TRHR cells, calcium flux fluo-8, FDSS agonist mode. activation, % at 2 µM. actives 0.18% (n = 360,000). AID 493084; in the data active = activation above about 30%; also: 0% is about no effect
#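 Fluo-8-loaded TRHR cells; 10 s baseline, compound added, kinetic Ca2+ fluorescence read 1/s, agonist mode.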
# ALOX12 inh: ALOX12 (human) lipoxygenase inhibition | actives 1.1% (n = 580,000) | purified 12hLO, xylenol orange hydroperoxide absorbance | Potency, µM (series often up to 108 µM), for inactives: at the highest dose activity change, negative = inhibition, most hits filed as inhibitors | AID 1671190; also: potency is read from the fitted curve at half-maximal effect; % is scaled to controls: 0 for no effect and ±100 for the full control effect
#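 Purified human 12hLO (150 nM final) in 25 mM Hepes, 0.01% Triton X-100, pH 7.0 was preincubated 15 min at room temperature with compound. Then 40 uM arachidonic acid was added, 30 min. Hydroperoxide was read by Fe-XO absorbance ratio 573/405 nm.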
# Pol iota inh: DNA polymerase iota (human) inhibition | Q9UNA4 | Pol iota fluorescent replication assay, 10 min | Potency, µM (highest dose often 115 µM), inactives show at the top dose activity, negative = inhibition, actives largely listed as inhibitors | actives 1% (n = 390,000); also: potency is read from the fitted curve at half-maximal effect
#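 Pol iota at 10 nM preincubated 15 min with compounds at room temperature; reaction started with fluorescent substrate, 50 nM final. Fluorescence read kinetically at 0 and 10 min; buffer-only wells as negative control.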
# Active calls of the source: *; ? = inconclusive; . = not tested or not shown; & = joins results of further samples; [ ] = dose if it differs, or a comment. Unless noted, calls follow the shape of the dose curve; as a rule, active = well fitted curve in the direction sought with a large enough effect; inconclusive = small, poorly fitted or top-dose-only effect, or another doubt; inactive = no such curve, though single readings can be large; an effect the other way counts as inactive or inconclusive.
SMILES,ERG Ets-DNA blk,POLK inh,Apoferritin bind,APEX1 inh,BLM helicase inh,POLB inh,TRHR agonist,ALOX12 inh,Pol iota inh
O=C(CCC1CCCN(C(=O)c2ccc3cc[nH]c3c2)C1)NCc1ccc(F)c(F)c1 (centres undefined),-0.5%,-13.8%,-16.7%,-0.9%,-6.6%,3.4%,-0.6,0.0%,32.6%[activator]
Cc1onc(-c2ccccc2)c1C(=O)NC(=S)NNC(=O)c1cccnc1,-12.8%,-12.1%,-4.3%,1.1%,0.4%,40.8%,0.0,-15.1%,177.3%[activator]
CCc1cccc2c(C(=O)COC(=O)c3cccc(S(=O)(=O)N(C)C4CCCCC4)c3)c[nH]c12,10.2%,-2.0%,0.6%,-5.8%,-1.4%,-1.1%,-1.7,-0.4%,6.8%
CC(C)(C)c1ccc(COn2c(=O)c(-c3ccco3)[n+]([O-])c3ccccc32)cc1,0.7%,-6.9%,?,3.4%,1.0%,2.9%,1.2,?,20.3%
CC(C)OCCCn1c(=O)c2ccccc2n2c(CCC(=O)NCc3ccccn3)nnc12,-7.7%,1.1%,-7.1%,58.3%[activator],0.1%,-14.8%,-0.1,-2.4%,1.4%
Oc1ccc(CN2CCCCC2)nc1-c1ccccc1,5.0%,3.5%,-4.0%,17.1%,1.1%,-5.8%,0.8,0.6%,?
CC(C)c1ccc(NC(=O)CSC2=Nc3ccccc3C3=NC(CC(=O)NCCc4ccccc4)C(=O)N23)cc1 (centres undefined),3.1%,-2.1%[60.1 µM],?,.,-11.5%,-14.2%,0.2,-17.6%,6.6%
CC1CCCN(S(=O)(=O)c2ccc(N(C(=O)c3cnccn3)C(C(=O)NC3CCCCC3)c3cccs3)cc2)C1 (centres undefined),4.5%,-3.7%,-10.0%,?,-5.9%,30.3%,0.2,-29.2%,1.2%
Cc1nc(CC(=O)Nc2ccc(N(C)C)cc2)cs1,1.0%,1.0%,5.3%,.,-1.7%,46.3%,0.6,-3.8%,32.1%[activator]
Cn1ncc(Br)c1C(=O)NC1CCCCCCC1,7.3%,-3.8%,?,0.2%,-1.9%,-23.4%,0.4,1.0%,55.6%
COc1ccc(NC(=O)CSc2nc3[nH]ncc3c(=O)n2-c2ccccc2OC)cc1OC,-8.5%,-12.5%,-19.6%,3.2%,-7.6%,-23.7%,-0.1,8.6%,17.5%
Cc1cc(C)c2sc(N)nc2c1,2.9%,6.5%,-12.2%,1.3%,-9.9%,10.2%,-0.3,-3.1%,-16.4%
CCC(CO)Oc1cc(NCc2ccccc2)c2ncn(C3CCCC3)c2c1 (centres undefined),-3.8%,-22.9%,.,32.0%,.,.,.,4.3%,?
O=C(Nc1nnc(N2CCCCCC2)s1)Nc1ccccc1C(F)(F)F,-1.8%,-1.7%,?,.,-7.5%,-0.9%,-0.3,3.4%,42.2%
COc1ccc(C(=O)C2CCCN(Cc3cnc(N4CCOCC4)s3)C2)cc1F (centres undefined),-7.0%,-1.9%,-10.6%,0.0%,-4.2%,-0.4%,0.6,0.0%,70.0%[activator]
COc1cc(/C=N/N=C(\N)c2nonc2N)cc(OC)c1O,-6.1%,-21.9%,-4.4%,2.1%,-8.4%,21.0%,0.4,?,-13.8%
COc1ccc(NC(=O)Nc2ccccc2)cc1S(=O)(=O)N1CCCCC1,17.1%,-5.6%,-18.2%,-5.2%,-6.3%,22.6%,-0.1,-0.3%,114.8%[activator]
Cc1nnc(SCc2ccc(Cl)cc2)n1CC1CCCO1 (centres undefined),-12.7%,-23.4%,-9.8%,?,0.0%,15.0%,.,-11.6%,12.5%
COc1cc2c(cc1NCc1ccccn1)oc1ccccc12,-0.3%,-19.3%,5.7%,4.9%,-2.2%,-26.9%,0.0,-24.4%,0.2%
CC(=O)Nc1ccc(S(=O)(=O)Nc2nc3ccccc3nc2N2CCc3ccccc3C2)cc1,-1.0%,-11.6%,56.3%[activator],7.0%,2.2%,5.6%,1.6,-11.2%,44.1%[activator]
COc1ccc(-c2cn3nc(N4CCC(C(=O)Nc5cccc(Cl)c5)CC4)sc3n2)cc1,-2.2%,-13.2%[60.1 µM],-1.3%,.,-0.4%,1.0%,0.2,-19.9%,-15.4%
C=CCOc1ccc(/C(O)=C2\C(=O)C(=O)N(CCCOC)C2c2ccc(O)c(OC)c2)cc1 (centres undefined),-11.4%,-3.8%,-16.8%,-4.1%,-1.5%,21.3%,-0.3,?,2.9%
N#CCCn1nnc(-c2ccccc2F)n1,-8.6%,11.2%,-2.5%,-5.0%,-1.3%,-1.2%,0.4,0.0%,-3.6%
CCOC(=O)c1c(C)[nH]c(NC(=O)Nc2ccc(NC(C)=O)cc2)c1C,12.0%,-2.0%,-12.1%,12.1%,-4.9%,1.7%,0.6,-4.1%,50.2%[activator]
O=C(Nc1ccc(Cl)c([N+](=O)[O-])c1)C(NCCCO)c1ccccc1 (centres undefined),41.1%[activator],-2.2%,-7.4%,-7.4%,-2.9%,16.2%,0.5,0.2%,41.7%[activator]
COc1cn(CC(=O)Nc2cccc(C)c2)c(CN2CCCCC2)cc1=O,1.0%,-4.5%[60.1 µM],5.1%,.,-0.8%,30.6%,-0.2,-24.2%,14.4%
CCOC(=O)C1=C(O)C(=O)N(C2CCCCC2)C1,0.4%,-6.2%,-6.9%,-1.7%,2.7%,4.2%,0.6,?,-7.7%[58.9 µM]
COc1ccc(CNC(=O)C[C@H]2C(=O)N(CCc3ccccc3)C[C@@H]2Cc2ccccc2)cc1,-9.6%,-5.5%&-20.2%,2.8%,-4.1%,-2.8%,26.9%,-0.6,6.2%,-18.0%&-10.8%
CC(=O)c1cn(S(=O)(=O)c2ccccc2)c2ccccc12,-5.3%,-0.6%,-21.5%,2.4%,-15.1%,-0.6%,0.3,21.1%,16.6%
Cc1nn(CC(=O)NC2CCC(C)CC2)c(C)c1[N+](=O)[O-] (centres undefined),18.4%,-21.6%,.,46.8%[activator],.,.,-0.5,?,-4.9%
O=C(CNC(=O)c1cccc(Br)c1)N/N=C/c1cccs1,6.3%,-24.7%,?,-8.5%,-6.0%,?,-0.2,-9.7%,-17.8%
CC(Sc1nc(-c2ccccc2)cc(C(F)(F)F)n1)C(=O)N1CCC(C(N)=O)CC1 (centres undefined),.,-3.6%,-7.4%,2.5%,5.0%,8.5%,-0.4,-3.5%,?
O=c1[nH]c(-c2ccccc2)cnc1-c1ccccc1,-10.3%,1.8%,.,.,.,.,.,9.5%,172.6%[activator]
Cc1cc(C)n2nc(C(=O)OCC(=O)Nc3ccc(C)c(S(=O)(=O)N4CCOCC4)c3)nc2n1,-9.8%,-4.7%,.,-1.7%,.,.,.,-6.9%,78.6%[activator]
CCN(CC)S(=O)(=O)c1ccc(N=Nc2cc(C)cc(Br)c2O)cc1,-6.5%,-0.6%,.,.,.,.,.,466.5%[activator],137.2%[activator]
CCOc1ccc(NC(=O)CN2C(=O)c3ccccc3C2=O)cc1,-8.2%,-3.0%,-3.7%,23.4%,-2.2%,12.4%,-0.7,0.0%,-0.1%
Cc1c(C(=O)NCC2CCCO2)oc2ccc(S(=O)(=O)N3CC(C)CC(C)C3)cc12 (centres undefined),-1.5%,-4.7%,-9.3%,0.6%,-0.7%,-0.2%,-0.5,-8.3%,13.2%
CCC(=O)N1CCc2cc(Br)cc(S(=O)(=O)CCC(=O)NCc3ccccc3OC)c21,-10.7%,-1.1%,4.2%,.,-0.7%,10.9%,-0.2,-23.9%,-18.0%
CCSc1nnc(NC(=O)C2CCN(S(=O)(=O)c3c(C)c(C)cc(C)c3C)CC2)s1,.,.,-6.4%,-2.8%,0.1%,31.4%,0.5,.,.
CCOC(=O)c1cc(CC)sc1NC(=O)COc1ccc2c(C)cc(=O)oc2c1,-2.0%,-4.4%,-3.6%,2.9%,-4.1%,-21.2%,0.4,20.2%,11.2%
O=C(Nc1ccc2c(c1)OCO2)C1CCN(C(=O)c2ccc(Cl)cc2)CC1,7.5%,-10.7%,-8.0%,1.3%,1.4%,-3.8%,-1.2,-17.6%,-13.4%
Cc1ccc(S(=O)(=O)N(C)C)cc1-n1c(SCC(=O)N(C)C)nc2ccccc2c1=O,10.5%,-4.8%,-7.1%,-2.4%,2.1%,54.3%,-0.8,-9.2%,-17.4%
O=C(ONC1=NCCCCC1)c1ccc([N+](=O)[O-])cc1,5.9%,-4.1%,-14.7%,-1.2%,0.5%,20.2%,-0.1,-1.4%,67.7%[activator]
CCOC(=O)c1oc2ccccc2c1COC(=O)CNC(=O)c1cc(OC)c(OC)c(OC)c1,-8.7%,-4.9%,.,-9.8%,.,.,-1.1,?,21.7%
CCN(CC)CCNC(=O)c1ccc(NC(=O)c2cccc(S(=O)(=O)N(C)C3CCCCC3)c2)cc1,6.1%,3.6%,.,.,.,.,.,385.2%[activator],11.6%

# Reformatted field by field: three of the compounds above
SMILES: O=c1[nH]c(-c2ccccc2)cnc1-c1ccccc1
  ERG Ets-DNA blk: -10.3%; POLK inh: 1.8%; Apoferritin bind: .; APEX1 inh: .; BLM helicase inh: .; POLB inh: .; TRHR agonist: .; ALOX12 inh: 9.5%; Pol iota inh: 172.6%[activator]
SMILES: Cc1cc(C)n2nc(C(=O)OCC(=O)Nc3ccc(C)c(S(=O)(=O)N4CCOCC4)c3)nc2n1
  ERG Ets-DNA blk: -9.8%; POLK inh: -4.7%; Apoferritin bind: .; APEX1 inh: -1.7%; BLM helicase inh: .; POLB inh: .; TRHR agonist: .; ALOX12 inh: -6.9%; Pol iota inh: 78.6%[activator]
SMILES: CCN(CC)S(=O)(=O)c1ccc(N=Nc2cc(C)cc(Br)c2O)cc1
  ERG Ets-DNA blk: -6.5%; POLK inh: -0.6%; Apoferritin bind: .; APEX1 inh: .; BLM helicase inh: .; POLB inh: .; TRHR agonist: .; ALOX12 inh: 466.5%[activator]; Pol iota inh: 137.2%[activator]

# Only part of the results is shown; count on the stated rates, not on these rows.
